TRHR ag: qHTS for Small Molecule Agonists and Allosteric Enhancers of Human TRH Receptor: Primary Screen for Agonists; hit rate 0.18% among 360,000; activation, % at 2 µM; TRHR cells, calcium flux fluo-8, FDSS agonist mode; AID 493084, 2011; in the data active means activation above about 30%; further: 0% is about no effect
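TRHR-expressing cells, plated overnight in medium with 10% serum, were loaded with fluo-8 calcium dye at room temperature. After a 10 s baseline, library compound was pin-added and calcium release was recorded kinetically (ex 480/em 530) as agonist response.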
Pin1 inhibitor: qHTS Assay to Find Inhibitors of Pin1. Peptidyl-prolyl cis-trans isomerase NIMA-interacting 1 (Homo sapiens), Q13526. Potency, µM (top dose mostly 115 µM), without a hit: at the highest dose activity, negative = inhibition, actives largely listed as inhibitors. hit rate 0.009% among 390,000. Pin1 FP peptide displacement, HiFluor488, 10 min; active means well fitted inhibition curve with a large enough effect in the polarisation, with a control signal flat, not every such curve was filed as active; inconclusive means small, poorly fitted or top-dose-only effect, or effect the other way, or a change in a side signal; inactive means no such curve, though single readings can be large or run the other way; the % refers to the polarisation; further: potency means the concentration at half of the fitted maximal effect; on the % scale 0 is the no-effect control and ±100 the full control effect
Target sequence (Q13526 whole entry, looked up): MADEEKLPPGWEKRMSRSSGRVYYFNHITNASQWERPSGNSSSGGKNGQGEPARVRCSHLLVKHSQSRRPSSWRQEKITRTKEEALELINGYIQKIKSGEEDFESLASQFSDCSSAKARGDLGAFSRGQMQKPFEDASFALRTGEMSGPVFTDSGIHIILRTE
IDH1 R132H inh: qHTS for Inhibitors of mutant isocitrate dehydrogenase 1 (IDH1): qHTS. hit rate 0.093% among 390,000. IDH1-R132H enzyme, NADPH consumption, diaphorase/resazurin fluorescence. Potency, µM (titrated, usually from 76.6 µM), for the others: at the highest dose activity change, negative = inhibition, hits mostly inhibitors. Isocitrate dehydrogenase [NADP] cytoplasmic (Homo sapiens), O75874; further: potency means the concentration at half of the fitted maximal effect; on the % scale 0 is the no-effect control and ±100 the full control effect; nearly all actives have a fitted effect of over 65% in size
Target sequence (O75874 whole entry R132H, stated change not applied): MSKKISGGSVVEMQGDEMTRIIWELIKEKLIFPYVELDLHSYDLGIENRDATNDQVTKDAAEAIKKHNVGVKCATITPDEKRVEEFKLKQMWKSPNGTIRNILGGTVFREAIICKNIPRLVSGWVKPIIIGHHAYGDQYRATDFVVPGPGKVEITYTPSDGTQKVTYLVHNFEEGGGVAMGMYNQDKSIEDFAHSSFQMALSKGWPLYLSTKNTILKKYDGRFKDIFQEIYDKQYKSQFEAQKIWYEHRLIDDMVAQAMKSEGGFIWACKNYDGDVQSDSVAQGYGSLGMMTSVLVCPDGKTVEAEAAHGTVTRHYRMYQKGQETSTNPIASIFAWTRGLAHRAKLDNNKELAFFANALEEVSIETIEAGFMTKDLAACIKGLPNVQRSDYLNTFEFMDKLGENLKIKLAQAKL
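IDH1-R132H (0.5 ug/mL) preincubated 30 min with compound, then NADPH (0.016 mM) and alpha-KG (2 mM) added; 80 min at RT, pH 7.5. Remaining NADPH coupled via diaphorase/resazurin to fluorescence (540/590 nm); concentration-response curves normalized to no-enzyme control.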
D2 antag: HTS Assay for Allosteric Antagonists of the Human D2 Dopamine Receptor: Primary Screen for Antagonists; D(2) dopamine receptor (Homo sapiens), P14416; HEK293 TREx D2 cells, calcium flux, dopamine EC80; inhibition, % at 10 µM; hit rate 2% among 340,000; AID 485344, 2010; in the data active means inhibition above about 30%; further: 0% is about no effect
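Measurement of antagonist activity uses fluorescent calcium dye in inducible HEK293 T-REx D2 cells: 10 s baseline, compound addition with 180 s read, EC80 dopamine addition with a further 180 s read.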
TRHR PAM: qHTS for Small Molecule Agonists and Allosteric Enhancers of Human TRH Receptor: Primary Screen for Enhancers; hit rate 0.66% among 360,000; enhancement, % at 2 µM; TRHR cells, fluo-8 calcium fluorescence, EC20 TRH enhancement; Thyrotropin-releasing hormone receptor (Homo sapiens), P34981; AID 493056, 2011; in the data active means enhancement above about 30%; further: 0% is about no effect
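TRHR-expressing cells loaded with fluo-8 calcium dye were read kinetically (ex 480/em 530) during compound addition, then stimulated with an EC20 of TRH (10 nM final). Enhancement of the Gq-mediated intracellular calcium response was scored.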
D2 agonist: HTS Assay for Allosteric Agonists of the Human D2 Dopamine Receptor: Primary Screen for Agonists | D(2) dopamine receptor (Homo sapiens), P14416 | HEK293 T-REx D2 cells, calcium flux agonist mode | activation, % at 2 µM | hit rate 0.53% among 340,000;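 active means activation over 3 SD above normal in the single-dose calcium agonist read, cut at about 30% in these data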; further: 0% is about no effect
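Agonism scored from kinetic calcium signal (1 read/sec, 180 s) following compound pin transfer, after a 10 s baseline. Cells: HEK293 Trex line expressing inducible D2 receptor coupled to calcium, dye-loaded after overnight culture at 30 C.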
TrxR1 inh: qHTS Assay for Inhibitors of Mammalian Selenoprotein Thioredoxin Reductase 1 (TrxR1): qHTS; hit rate 1% among 390,000; recombinant rTrxR1, NADPH fluorescence consumption, selenite substrate; Thioredoxin reductase 1, cytoplasmic (Rattus norvegicus), O89049; Potency, µM (highest dose often 114 µM), without a hit: at the top dose activity change, negative = inhibition, actives largely listed as inhibitors; AID 588453, 2011; further: potency means the concentration at half of the fitted maximal effect; on the % scale 0 is the no-effect control and ±100 the full control effect; nearly all actives have a fitted effect of over 65% in size
Target sequence (O89049 whole entry, looked up): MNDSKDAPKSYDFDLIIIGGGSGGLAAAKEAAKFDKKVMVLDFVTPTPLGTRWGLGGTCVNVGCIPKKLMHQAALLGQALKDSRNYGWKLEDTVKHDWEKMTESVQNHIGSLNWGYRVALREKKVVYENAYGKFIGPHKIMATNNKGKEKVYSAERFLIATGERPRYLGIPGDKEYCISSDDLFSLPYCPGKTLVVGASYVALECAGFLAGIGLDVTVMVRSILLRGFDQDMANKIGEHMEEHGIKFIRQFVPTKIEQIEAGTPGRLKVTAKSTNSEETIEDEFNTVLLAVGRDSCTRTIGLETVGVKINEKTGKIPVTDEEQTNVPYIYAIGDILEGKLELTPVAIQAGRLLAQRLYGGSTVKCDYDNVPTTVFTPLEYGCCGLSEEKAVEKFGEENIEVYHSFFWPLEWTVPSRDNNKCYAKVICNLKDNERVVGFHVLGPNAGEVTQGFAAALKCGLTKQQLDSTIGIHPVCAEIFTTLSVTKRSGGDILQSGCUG
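Rat TrxR1 (90 nM in the dispensed reagent) was pre-reduced with 400 uM NADPH for 5 min at room temperature, then incubated with compound for 15 min. After 400 uM selenite was added, NADPH fluorescence (Ex 340/Em 450 nm) was followed for 8 min.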
TrxR1 substrate: qHTS Assay for Substrates of Mammalian Selenoprotein Thioredoxin Reductase 1 (TrxR1): qHTS; Potency, µM (highest dose often 114 µM), inactives show top-dose activity change, negative = substrate turnover; AID 588456, 2011; Thioredoxin reductase 1, cytoplasmic (Rattus norvegicus), O89049; purified TrxR1 substrate turnover, NADPH consumption readout; hit rate 0.01% among 390,000; further: potency means the concentration at half of the fitted maximal effect; on the % scale 0 is the no-effect control and ±100 the full control effect; nearly all actives have a fitted effect of over 50% in size
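Rat TrxR1, dispensed at 90 nM, was prereduced with 400 uM NADPH (final) for 5 min at ~22 deg C, then incubated with compound 15 min before 400 uM selenite. A first-read NADPH fluorescence drop versus no-compound background flagged substrates.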
USP1 inh: Inhibitors of USP1/UAF1: Primary Screen; Ubiquitin carboxyl-terminal hydrolase 1 (Homo sapiens), O94782; recombinant USP1/UAF1, Ub-Rhodamine cleavage fluorescence; Potency, µM (highest dose often 57.1 µM), for the others: at the highest dose activity change, negative = inhibition, most hits filed as inhibitors; hit rate 0.23% among 390,000; further: potency means the concentration at half of the fitted maximal effect; on the % scale 0 is the no-effect control and ±100 the full control effect; nearly all actives have a fitted effect of over 60% in size; inactives centre near -12
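USP1/UAF1 complex (1 nM) preincubated 15 min at room temperature with compound, then Ub-Rho substrate (150 nM final) added. Kinetic fluorescence at 480/540 nm over 6 reads at 60 s intervals; 50 mM HEPES pH 7.8, 0.5 mM EDTA, 0.1 mg/ml BSA, 1 mM TCEP, 0.01% Tween-20.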
* hit, by the source's call; ? = inconclusive; . = not tested or not shown; [ ] = another dose, or the depositor's remark. Unless noted, the call rests on the fitted dose curve; in most records, active means well fitted inhibition curve with a large enough effect; inconclusive means small, poorly fitted or top-dose-only effect; inactive means no such curve, though single readings can be large or run the other way.

Every second line gives: IDH1 R132H inh	TrxR1 inh	D2 antag	TrxR1 substrate	TRHR PAM	Pin1 inhibitor	USP1 inh	TRHR ag	D2 agonist
> O=C(c1ccc(N2CCOCC2)nc1)N1CCOCC1
    5%	-6%	2	1%	-2	-17%	13%	1.1	0.6
> Cn1ccnc1SCC(=O)Nc1ccc2ccccc2c1
    4%	22%	5	6%	0	-4%	-12%	1.3	0.2
> Clc1ccc(/C=N/N2CCN(Cc3ccccc3)CC2)cc1
    -1%	-3%	4	-9%	1	-6%	-7%	0.5	-0.6
> Cc1ccc(CNC(=O)Cn2cc(C(=O)c3ccc(Cl)cc3)c(=O)c3ccc(C)nc32)cc1
    0%	26%	.	-2%	24	64%[activator]	-8%	0.4	1.5
> Cc1cc(C)n(-c2cc(C(=O)O)cc(C(=O)O)c2)n1
    9%	19%	-4	-1%	6	-5%	-21%	0.2	0.3
> COc1ccc(N/C=C(\C2OC(=O)c3ccccc32)[N+](=O)[O-])cc1 (stereo unspecified)
    5%	2%[57.1 µM]	-12	-8%[57.1 µM]	1	?	13%	1.2	-0.2
> CCOC(=O)C1(CC2CCCCO2)CCN(C2CCSCC2)CC1 (stereo unspecified)
    1%	6%[57.1 µM]	2	4%[57.1 µM]	7	2%	5%	1.6	0.1
> N#Cc1cccc(C#N)c1N1CCC(C#N)CC1
    0%	19%[57.1 µM]	-3	23%[57.1 µM]	18	4%	-17%	0.2	0.7
> COc1ccc(C2=NN(c3ccccc3)C(=O)/C2=C\c2ccc(O)c(OC)c2)cc1
    7%	?	13	-6%	13	0%	-25%	0.0	0.1
> CCN(CC)CCNC(=O)CNC(=O)c1nn(-c2ccc(OC)c(OC)c2)c(=O)c2ccccc12
    5%	12%[57.1 µM]	-4	15%[57.1 µM]	-8	3%	-18%	-0.5	4.9
> CCNc1nc(NCC)nc(NC(N)=S)n1
    1%	7%	-3	6%[57.1 µM]	0	-6%	-3%	-0.1	1.8
> Nc1ncnc(Nc2ccccc2C(F)(F)F)n1
    13%	14%	13	-9%[57.1 µM]	5	-7%	-18%	0.1	0.4
> CCc1ccc(-c2nc(SCC(=O)N(C)C3CCS(=O)(=O)C3)n[nH]2)cc1 (stereo unspecified)
    3%	9%	5	7%[57.1 µM]	-5	9%	0%	0.2	0.2
> CC(C)(C)NC(=O)COC(=O)c1ccc2c(c1)C(=O)N(Cc1ccco1)C2=O
    6%	10%[57.1 µM]	0	6%[0.0914 µM]	1	-2%	-18%	-0.7	1.0
> CCCCn1c(N)c(N(CCOC)C(=O)CN2C(=O)C3CCCCC3C2=O)c(=O)[nH]c1=O (stereo unspecified)
    -15%	15%	15	-11%	-2	2%	-9%	0.3	0.4
> c1ccc(-c2nc(-n3nc4ccccc4n3)nc3ccccc23)cc1
    0%	8%	-3	25%	-7	20%	-26%	-0.3	0.6
> COc1cccc(OC)c1C(=O)OCC(=O)NC(=O)NCc1ccccc1
    4%	34%[57.1 µM]	-26	-13%[57.1 µM]	-5	9%	-12%	-0.5	2.5
> Cc1ccc(NC(=O)c2ccc3nc(Cc4ccccc4)oc3c2)cc1F
    -3%	25%[57.1 µM]	.	5%[57.1 µM]	3	-3%	-15%	0.5	0.4
> COc1cc(OC)c(C(=O)OCC(=O)Nc2ccccc2Cl)cc1OC
    9%	10%[57.1 µM]	27	4%[57.1 µM]	-16	-7%	-2%	-1.2	0.0
> COc1cc(OC)c2c(c1)OC(=O)CC2c1ccc2c(c1)OCO2 (stereo unspecified)
    4%	14%	.	7%	.	9%	-17%	.	.

Next part
Every second line gives: IDH1 R132H inh	TrxR1 inh	D2 antag	TrxR1 substrate	TRHR PAM	Pin1 inhibitor	USP1 inh	TRHR ag	D2 agonist
> CC(C)c1ccc(N2C(=O)CSC23C(=O)N(Cc2cccc(F)c2)c2ccccc23)cc1 (stereo unspecified)
    -10%	17%	.	-6%	-5	8%	-19%	1.2	0.7
> COC(=O)C1=C(C(=O)OC)C(c2ccccc2O)c2sc(=O)[nH]c2S1 (stereo unspecified)
    -3%	-19%[57.1 µM]	-12	-7%	3	-18%	-12%	0.5	-0.9
> CCOC(=O)C1CCN(C(=O)/C=C/c2ccc(S(=O)(=O)N3CCOCC3)cc2)CC1
    10%	13%[57.1 µM]	.	10%[57.1 µM]	.	-2%	-18%	.	.
> Cc1ccc(N=Cc2c(O)ccc3ccccc23)cc1F
    7%	-18%	.	-18%	10	19%	3%	0.4	.
> Cc1cc(C)cc(OCC(=O)Nc2ccc3c(c2)OCCO3)c1
    5%	16%	-3	-5%	-1	?	-5%	-0.6	0.7
> COc1ccc(NC(=O)CN2CCN(C(=S)NC3CCCC3)CC2)cc1
    -1%	7%	8	7%[57.1 µM]	0	-3%	-10%	0.0	0.6
> Cc1ccc(/C=N/n2c(-c3ccc(Cl)cc3)n[nH]c2=S)s1
    5%	26%	-7	8%	-3	?	?	-0.1	0.4
> COc1ccc(NC(=O)CCCN2C(=O)CN(C)C2=O)c(OC)c1
    5%	2%	-1	-6%	0	-1%	-20%	0.1	-0.2
> O=C(CCCn1c(=O)c2sccc2n(Cc2ccc(Cl)cc2)c1=O)NCc1ccc2c(c1)OCO2
    7%	15%	.	6%	-3	2%	?	-0.5	0.2
> O=C(c1ccco1)N1CCN(C(=O)c2ccc(-c3ccccc3Cl)o2)CC1
    6%	-14%	-36	-4%	7	-15%	-7%	2.0	-1.4
> CCC(C)c1c(O)nc(SCC(=O)N2CCOCC2)[nH]c1=O (stereo unspecified)
    -3%	12%	0	-10%	1	2%	-3%	0.4	0.4
> COc1ccc(C2OC(=O)CC2C(=O)NCc2ccc(C)cc2)cc1OC (stereo unspecified)
    10%	19%	8	5%	0	-3%	-19%	-0.2	0.4
> CCOc1cc(C2CC(=O)Nc3c2c(=O)nc(SCc2cccc(Cl)c2)n3C)ccc1O (stereo unspecified)
    -12%	6%	.	-2%	1	4%	-22%	-0.8	-1.9
> CCOc1ccc(CNC(=O)CCC(=O)N2CC3CCCN3c3ccccc32)cc1 (stereo unspecified)
    -6%	-7%[57.1 µM]	.	-7%[57.1 µM]	7	1%	-1%	-0.3	.
> COc1ccc(Cl)cc1NC(=O)Cn1c(=O)c(-c2ccccc2NC(C)=O)nc2ccccc21
    -12%	6%	.	4%	-4	-8%	2%	-0.8	-1.5
> O=C(COC(=O)c1ccc(Cl)nc1)Nc1cc(S(=O)(=O)N2CCOCC2)ccc1Cl
    4%	4%	.	-4%	.	4%	3%	.	.
> O=c1c2c(-c3cccc([N+](=O)[O-])c3)ccnc2[nH]n1-c1ccccc1
    -5%	16%	.	0%	5	7%	-6%	-0.3	.
> CCN(CC)c1ccc(S(=O)(=O)N2CCOCC2)cc1NC(=O)C1CC1
    -9%	-13%	-36	-5%	-6	-1%	-4%	-0.2	-0.4
> Cc1cccc(C(=O)NCC(=O)OCCOc2ccccc2Cl)c1
    5%	6%	-3	-4%	-3	-7%	-6%	0.2	-0.8
> CCOc1ccccc1N(CC)C(=O)Cn1ncc2c([nH]c3ccccc32)c1=O
    3%	6%	.	-7%	-1	2%	-28%	0.2	.

(listing goes on)
Every second line gives: IDH1 R132H inh	TrxR1 inh	D2 antag	TrxR1 substrate	TRHR PAM	Pin1 inhibitor	USP1 inh	TRHR ag	D2 agonist
> CCn1c(=O)c2sccc2n2c(CCCC(=O)N3CCN(c4cccc(Cl)c4)CC3)nnc12
    23%	24%[57.1 µM]	.	2%[57.1 µM]	5	0%	-28%	-0.5	0.2
> CN1C(CCl)Nc2cc(Cl)c(S(N)(=O)=O)cc2S1(=O)=O (stereo unspecified)
    -3%	-20%	.	1%	.	0%	-2%	.	.
> Cc1cc(OCC(=O)NCCO)cc(C)c1Cl
    7%	-7%	-16	-4%	2	-1%	-5%	-1.0	-1.1
> O=C1CNC(=O)N1CC(O)Cn1c2ccccc2c2ccccc21 (stereo unspecified)
    7%	16%	6	-1%	-5	-6%	-23%	0.3	0.6
> CCOC(=O)[C@H]1[C@H]2COc3ccc(Cl)cc3[C@@H]2N2C(=O)CN(CC3CCCO3)C(=O)[C@@]12C (stereo partly specified)
    -2%	9%	9	5%	-7	?	?	-0.3	-0.2
> Cn1c(CN2CCOCC2)nnc1SCC(=O)NCCc1ccccc1
    6%	?	.	-11%	0	1%	3%	0.8	.
> COc1cc(C(=O)N/N=C2\CCS(=O)(=O)c3ccc(F)cc32)cc(OC)c1OC
    -1%	-20%	2	-15%	1	-1%	-14%	0.5	0.8
> Fc1cccc(Cn2ccc(-c3ccc4c(c3)OCO4)n2)c1
    2%	17%	-30	1%	13	6%	-16%	-0.5	0.0
> CC(=O)N(C)c1ccc(NCc2cc(=O)oc3cc(C)c(O)cc23)cc1
    -3%	9%	-27	-8%	-1	4%	-4%	0.7	0.6

From PubChem

Not all compounds are listed (hit frequency here may not be typical).
